Screening results (PubChem BioAssay)
STK33 inh = human STK33 kinase inhibition; inhibition, % at 10 µM; purified STK33, MBP phosphorylation, ADP-Glo luminescence; AID 2661; Q9BYT3; hit rate 0.073% among 320,000;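 active = inhibition at or above 25%, using the most active replicate where run in duplicate; inactive = inhibition below 25%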
Target sequence (Q9BYT3 whole entry, looked up): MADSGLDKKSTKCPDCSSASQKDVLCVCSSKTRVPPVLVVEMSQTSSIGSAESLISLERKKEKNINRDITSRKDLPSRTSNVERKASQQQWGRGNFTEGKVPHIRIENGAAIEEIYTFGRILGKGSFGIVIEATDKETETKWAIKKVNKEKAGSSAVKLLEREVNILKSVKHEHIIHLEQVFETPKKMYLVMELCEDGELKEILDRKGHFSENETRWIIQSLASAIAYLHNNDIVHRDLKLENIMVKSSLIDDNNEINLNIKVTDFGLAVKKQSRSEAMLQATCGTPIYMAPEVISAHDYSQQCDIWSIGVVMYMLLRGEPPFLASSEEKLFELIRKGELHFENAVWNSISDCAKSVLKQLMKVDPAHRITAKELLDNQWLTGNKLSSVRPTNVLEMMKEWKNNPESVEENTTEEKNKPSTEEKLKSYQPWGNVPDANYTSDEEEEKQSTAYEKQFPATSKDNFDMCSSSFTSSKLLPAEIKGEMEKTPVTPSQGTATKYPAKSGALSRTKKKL
OX1R antag-1 = blocks the human orexin 1 receptor; O43613; AID 485270; inhibition, % at 6.6 µM; hit rate 1.8% among 330,000; OX1R-expressing cells, FRET antagonist read-out; in the data active = inhibition mostly above about 38%, no sharp cut-off; inactive = mostly below about 40%;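 note: 0% = agonist challenge alone and 100% = reference antagonist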
Target sequence (O43613 whole entry, looked up): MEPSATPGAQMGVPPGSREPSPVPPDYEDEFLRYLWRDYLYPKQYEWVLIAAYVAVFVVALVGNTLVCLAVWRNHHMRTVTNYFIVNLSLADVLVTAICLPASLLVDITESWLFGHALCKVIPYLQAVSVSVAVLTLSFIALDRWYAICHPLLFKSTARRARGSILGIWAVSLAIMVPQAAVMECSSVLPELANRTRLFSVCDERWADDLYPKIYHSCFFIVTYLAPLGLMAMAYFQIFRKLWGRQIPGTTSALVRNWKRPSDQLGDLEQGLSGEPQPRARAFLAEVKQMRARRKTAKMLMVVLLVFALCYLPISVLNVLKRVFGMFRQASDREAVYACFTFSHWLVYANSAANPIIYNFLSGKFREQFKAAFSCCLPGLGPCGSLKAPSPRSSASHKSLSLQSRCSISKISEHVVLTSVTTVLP
OX1R antag-2 = human HCRTR1 antagonism. O43613. inhibition, % at 5 µM. AID 434989. hit rate 0.43% among 330,000. CHO/OX1R cells, Fluo-8 calcium fluorescence, orexin A;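 active = inhibition above its plate's threshold, mean inhibition of all tested compounds on the plate plus 3 SD, cut at about 37% in these data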;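 note: 0% = orexin A challenge wells and 100% = SB-334867-A antagonist wells; not every result past the cut was called active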
The depositor's hits bear a star; nt = no result given.

SMILES | STK33 inh | OX1R antag-1 | OX1R antag-2
CC(=O)C1=C(O)C(=O)N(C2CCCCC2)C1c1ccccc1 (stereo not drawn) | 2.8 | 10 | -17
CCOC(=O)c1c(-c2ccccc2)csc1NC(=O)COc1ccc2c(C)cc(=O)oc2c1 | 1.0 | 1 | -17
COc1cc(C=C2C(=O)c3ccccc3C2=O)ccc1O | 9.6 | 12 | -13
N/C(=N/OS(=O)(=O)c1ccc([N+](=O)[O-])cc1)c1ccncc1 | -0.5 | 28 | -10
CCN(CC)c1ccc(C(=O)OCc2cc(=O)oc3cc(O)ccc23)cc1 | -1.1 | 51 | 7
CCc1nnc(NC(=O)CSc2nnc(Cc3cccn3C)n2CCOC)s1 | -0.8 | 4 | -14
COC(=O)C1=C(Nc2cc(Cl)cc(Cl)c2)CSC1 | -0.4 | -4 | -6
O=C(CCN1C(=O)/C(=C/C=C/c2ccccc2)SC1=S)Nc1nc2ccccc2s1 | -0.4 | 11 | 2
COc1ccc(OC)c(NC(=O)CSc2nnc(-c3cccnc3)s2)c1 | -0.6 | 2 | -15
O=C(CSc1ccccc1C(=O)O)NC12CC3CC(CC(C3)C1)C2 | -1.3 | 4 | 8
Cc1cc(NS(=O)(=O)c2ccc(NC(=O)NC(C)(C(F)(F)F)C(F)(F)F)cc2)no1 | -0.7 | 22 | -15
COc1ccccc1NC(=O)CC(=O)CSc1nnc(-c2ccc(C)cc2)n1C | -0.4 | 5 | -38
CC(C)Cn1c(CN(C)Cc2ccccc2)nc2c1c(=O)n(C)c(=O)n2C | 0.2 | 12 | -28
CC(OC(=O)c1cccc(S(=O)(=O)N2CCCCC2)c1)C(=O)NC1CCCCC1C (stereo not drawn) | 1.0 | 40 | -34
Cc1ccc(C)c(NC(=O)C(=O)NCCCN2CCOCC2)c1 | -1.5 | 32 | -6
CC1=C(C(=O)Nc2ccccc2)C(c2ccccc2)N2C(=O)CSC2=N1 (stereo not drawn) | -1.9 | 18 | -16
Cc1ccc(NS(=O)(=O)c2cccc3cccnc23)cc1Cl | -2.4 | -16 | -21
CCOC(=O)N1CCC2(CC1)C(C(=O)C13CC4CC(CC(C4)C1)C3)C2(C#N)C#N (stereo not drawn) | 0.1 | 10 | -14
NC(=O)CC[C@H](NC(=O)[C@H](Cc1ccccc1)n1c(=O)[nH]c2ccccc2c1=O)C(=O)N1CCC[C@H]1C(=O)O | -0.3 | 8 | 6
CCC(CC)NC(=O)Nc1ccccc1C(F)(F)F | -0.2 | 9 | -14
O=C(O)Cn1ncc2ccccc2c1=O | -2.2 | 11 | -11
CCN(CC)S(=O)(=O)c1cccc(C(=O)N/N=C2\CCCC(=O)C2)c1 | -0.6 | 7 | -18
O=C(N/N=C/c1ccc2c(c1)OCO2)c1cc(-c2ccc(F)cc2)nc2ccccc12 | -1.4 | 3 | -32
Cc1ccc(Cn2ccc(NC(=O)c3cc4nc(-c5ccco5)cc(C(F)(F)F)n4n3)n2)cc1 | 9.9 | 21 | -5
CCCC(=O)Nc1ccc(Cl)c(NC(=O)c2cccc(OC)c2)c1 | 0.0 | 15 | -9
COc1ccc(C(=O)C2CCN(CC(=O)Nc3ccc(OC)cc3OC)CC2)cc1 | -1.4 | 6 | -26
CCCN=C1N(C)C[C@@H]2[C@@H]3C(=O)N(Cc4ccccc4)C(=O)[C@@H]3[C@](C)(C(=O)OC)N12 | nt | 4 | -2
COc1ccc(C(C)NC(=O)C2CCCC2)cc1OC (stereo not drawn) | -1.1 | 10 | -12
Cc1cccc(Nc2ccncc2S(N)(=O)=O)c1 | -1.7 | 3 | -7
O=C(O)CCc1ccc(-c2ccc(F)cc2)n1CC1CCCO1 (stereo not drawn) | -0.9 | 17 | -18
O=S(=O)(c1ccc(OC(F)(F)F)cc1)N1CCCC(N2CCOCC2)C1 (stereo not drawn) | 0.7 | 5 | -8
Cc1cc(C)nc(SCC(=O)NNC(=O)c2cccs2)n1 | -1.0 | 2 | -10
CCCN(C(=O)COC(=O)c1cc(CC)c(C)s1)c1c(N)n(Cc2ccccc2)c(=O)[nH]c1=O | 0.7 | 35 | -16
Cc1ccc(OCCNC(=O)CCNS(=O)(=O)c2ccc3ccccc3c2)cc1 | -1.1 | -1 | -17
O=C(NCC1CCCO1)C1CCCN1C(=O)Nc1ccc(Cl)cc1 (stereo not drawn) | -1.2 | -5 | -7
CC(=O)c1cccc(NC(=O)c2ccc(NS(C)(=O)=O)cc2)c1 | 0.4 | 20 | -1
COc1ccc(NC(=O)CSc2nc3c(c(=O)[nH]2)CCC3)cc1OC | -1.0 | 9 | -17
CCCCc1cn([C@@H](CCCCNC(=O)OC(C)(C)C)C(=O)N2CCN(C(=O)OC(C)(C)C)CC2)nn1 | -0.5 | 15 | -30
O=C(COC(=O)c1cnc(Cl)c(Cl)c1)NCc1ccco1 | 0.3 | 26 | -17
COC(=O)CCC(=O)Nc1ccc(C)cc1OC(=O)CCC(=O)OC | -0.6 | 11 | -28
CCOc1cc(-c2cc(-c3ccccc3)nc(N)c2C#N)ccc1O | -0.9 | 17 | -15
COc1ccc(NC(=O)CSc2nnc(-c3ccccn3)n2N)cc1 | 0.6 | 5 | -14
CC(=O)Nc1ccc(N2C(=O)CC(Sc3nc4ccccc4s3)C2=O)cc1 (stereo not drawn) | 0.9 | 22 | 0
COc1ccc(-n2cc(CNCc3cnc4ccccn34)c(-c3cccc(F)c3)n2)cc1 | 1.4 | 30 | -26
Cc1ccc(NC(=O)/C(=C\c2cccnc2)NC(=O)c2ccco2)cc1 | -0.2 | 10 | 0
COc1ccc(NC(=O)CN(C)C(=O)c2ccc(NC3CC3)c([N+](=O)[O-])c2)cc1 | -2.5 | 13 | -2
CCOC(=O)c1cn(Cc2ccc(Br)cc2)nn1 | -1.4 | 5 | -14
Clc1ccc(CSc2ncn(-c3ccccc3)n2)cc1 | -0.7 | 25 | -16
COc1ccc(COC(=O)C2=C(C)NC(=O)NC2c2ccccc2)cc1 (stereo not drawn) | -0.8 | 12 | -26
Cc1cc(C)n2nc(SCc3nnc(SCc4ccccc4C)s3)nc2n1 | -0.1 | 16 | -8
CC(C)=CCC/C(C)=C/CNC(=O)C[C@H]1C[C@H](C(=O)N2CCOCC2)[C@@]2(C)c3[nH]c4cc(-c5ccco5)ccc4c3CCN2C1=O | nt | 19 | 41
CCc1ccc(-c2nc(CN3CCCC(C(=O)NCCc4ccc(OC)c(OC)c4)C3)c(C)o2)cc1 (stereo not drawn) | -0.4 | 12 | -25
O=C(c1cccc(O)c1)N1CCN(C(=O)C2CC2)CC1 | -0.1 | 11 | 5
CN(C)c1ccc(C(=O)n2nnc3ccccc32)cc1 | 0.8 | 15 | 13
COc1ccccc1CNC(=O)C1CCN(S(C)(=O)=O)CC1 | 1.4 | 27 | -7
COC(=O)CCCCC1SCC(NC(=O)OC)C1NC(=O)OC (stereo not drawn) | 0.7 | 15 | -7
CCC(C)(C(=O)NC1CCCC1)N(C)C(=O)Cc1c[nH]c2ccccc12 (stereo not drawn) | -0.9 | 46 | -3
O=C(NCc1ccncc1)NC1CCCCC1 | -0.5 | 11 | -6
O=C(c1cc2ccccc2o1)N(Cc1ccco1)Cc1cccs1 | -2.8 | 10 | -11
NC(N)=NNC(=O)c1ccccc1Cl | -2.3 | 15 | 4
Additional compounds follow:
SMILES | STK33 inh | OX1R antag-1 | OX1R antag-2
O=C1C2C3C=CC(C2C(=O)N1CCO)C1C(=O)N(CCO)C(=O)C31 (stereo not drawn) | -0.7 | -8 | 1
NS(=O)(=O)c1ccc(NC(=S)NCc2cccs2)cc1 | -1.7 | 18 | 3
COc1cccc(C(=O)N(Cc2ccco2)Cc2cc3cccc(C)c3[nH]c2=O)c1 | -1.0 | 15 | -28
Cn1c(CNC(=O)c2ccccc2F)nnc1SCC(=O)Nc1nncs1 | 0.0 | 15 | 15
Cc1cc(C)nc(Sc2nc(C)nc3c2oc2ccccc23)n1 | -0.1 | 31 | -33
CN(C)c1nc(OCC(=O)NC(C)(C)C)nc(N(C)C)n1 | -4.5 | 5 | -4
Cc1ccc2oc(=O)n(CC(=O)OCCC(C)C)c2c1 | -1.9 | 11 | -21
CCCCNC(=O)C1c2cc(OC)c(OC)cc2C(=O)N(C)C1c1ccc(OC)cc1 (stereo not drawn) | -0.1 | 2 | -13
Cc1ccc(C)c(N2C(=O)C3C4C=CC(CC4)C3C2=O)c1 (stereo not drawn) | -0.1 | 6 | -24
COc1ccc(COC(=O)C2=C(C)NC(=O)NC2c2ccc(OC)c(OC)c2)cc1 (stereo not drawn) | 0.3 | 16 | -15
O=C(CSc1nnnn1-c1ccc(F)cc1)NCc1cccs1 | -0.8 | 16 | -13
O=C(Cn1cc(/C=N/NC(=O)c2ccccc2Br)c2ccccc21)Nc1ccc(F)cc1 | -3.0 | -2 | -27
CC(NC(=O)C1CCCN(C(=O)N(C)C)C1)c1ccccc1 (stereo not drawn) | -0.4 | 5 | -17
O=C(COc1ccc2ccccc2c1Br)NCc1ccccn1 | 0.1 | 16 | -22
CCOc1ccc(NC(=O)CNc2ccc(C)cc2Cl)cc1 | 1.1 | 4 | -5
Cc1csc(NC(=O)c2cccc([N+](=O)[O-])c2C(=O)O)n1 | 0.2 | -3 | -8
COc1ccccc1-n1c(SCC(=O)N2CCCCC2)nnc1-c1ccccc1O | -0.1 | 1 | -23
CC(C(=O)NCCS(=O)(=O)c1ccc(Cl)cc1)S(=O)(=O)c1ccccc1 (stereo not drawn) | 0.7 | 5 | -28
CN(C(=O)c1ccc2c(=O)n3c(nc2c1)CCCCC3)c1ccccc1 | 0.6 | 16 | -16
COc1ccc2c(COC(=O)CNC(=O)C34CC5CC(CC(C5)C3)C4)cc(=O)oc2c1 | 0.0 | 15 | -15
COc1ccc(CNC(=O)CN(C(=O)c2snc(C(N)=O)c2N)c2ccc(OC)c(OC)c2)cc1 | -0.8 | 15 | -16
CCOC(=O)CNC(=O)c1cnn2cccnc12 | 0.1 | -12 | 0
Cc1cc(OCC(=O)NCc2nc(-c3ccccc3)no2)c(C)cc1Br | -1.0 | 18 | 0
CC[C@H](C)[C@H](NC(N)=O)C(=O)Nc1ccccc1F | 0.3 | 16 | -6
COc1cc(/C=N/n2c(COc3ccccc3)n[nH]c2=S)cc(OC)c1OC(C)=O | -2.0 | 7 | -21
CC(=O)NCC(=O)N(c1ccccc1)C1(C(=O)NC2CCCCC2)CCCCC1 | 0.8 | 9 | -17
Cc1cccc(NC(=S)NCc2ccncc2)c1C | 0.5 | -2 | 0
O=C1c2ccccc2NC(c2ccccc2Br)N1CCCN1CCOCC1 (stereo not drawn) | -1.5 | -3 | -5
COc1ccccc1Nc1nc(N2CCCC2)nc(N2CCOCC2)n1 | -0.8 | 2 | -7
Cc1ccc(S(=O)(=O)N2CCN(C(=O)C(C)Cn3cncn3)CC2)cc1 (stereo not drawn) | -0.1 | 10 | 3
O=C(Cn1c(-c2ccc(Cl)cc2)noc1=O)N1CCN(c2ccccc2F)CC1 | -0.4 | 2 | -10
COC(=O)CSc1nc(C(C)C)nc2ccccc12 | -1.1 | 6 | -16
CC(C)(C)C(=O)Nc1ccc(N2CCN(S(C)(=O)=O)CC2)cc1 | -0.4 | 15 | -19
CCC(C)(C)NC(=O)C(c1cccn1C)N(C(=O)Cn1nnc2ccccc21)c1ccc(F)cc1 (stereo not drawn) | -1.3 | 4 | -35
COc1cc(/C=N/OCC(=O)Nc2cc(C)on2)ccc1OCc1ccccc1 | -0.1 | 29 | -19
CCN(CC)S(=O)(=O)c1cccc(-n2c(O)c(C=Nc3ccccc3C(=O)O)c3ccccc3c2=O)c1 | -1.1 | -15 | -17
O=C(Nc1ccc2c(c1)OCCO2)c1cnc2ccccn2c1=O | -0.1 | 4 | -1
CCCn1c(=O)c2c(C(F)(F)F)cc(-c3ccco3)nc2n(CCC)c1=O | -1.6 | 29 | -7
O=C(O)CC1(CC(=O)Nc2cccc(C(=O)O)c2)CCCC1 | -1.7 | 0 | -12
COC(=O)c1ccc(NC(=O)c2ccc(NC(=O)C3CCCO3)cc2)cc1 (stereo not drawn) | -0.9 | 9 | -14
COC(=O)CCSc1nccn1Cc1ccccc1 | 0.3 | 7 | 2
COc1ccc(-c2noc(-c3ccccc3Cl)n2)cc1OC | -1.1 | 33 | -13

13 structures from above, arranged by length of the SMILES, falling.
SMILES | STK33 inh | OX1R antag-1 | OX1R antag-2
CCc1ccc(-c2nc(CN3CCCC(C(=O)NCCc4ccc(OC)c(OC)c4)C3)c(C)o2)cc1 (stereo not drawn) | -0.4 | 12 | -25
COc1ccc2c(COC(=O)CNC(=O)C34CC5CC(CC(C5)C3)C4)cc(=O)oc2c1 | 0.0 | 15 | -15
O=C(N/N=C/c1ccc2c(c1)OCO2)c1cc(-c2ccc(F)cc2)nc2ccccc12 | -1.4 | 3 | -32
O=C(Cn1c(-c2ccc(Cl)cc2)noc1=O)N1CCN(c2ccccc2F)CC1 | -0.4 | 2 | -10
CCCn1c(=O)c2c(C(F)(F)F)cc(-c3ccco3)nc2n(CCC)c1=O | -1.6 | 29 | -7
COc1ccccc1NC(=O)CC(=O)CSc1nnc(-c2ccc(C)cc2)n1C | -0.4 | 5 | -38
CC(=O)C1=C(O)C(=O)N(C2CCCCC2)C1c1ccccc1 (stereo not drawn) | 2.8 | 10 | -17
O=C(Nc1ccc2c(c1)OCCO2)c1cnc2ccccn2c1=O | -0.1 | 4 | -1
COc1cc(C=C2C(=O)c3ccccc3C2=O)ccc1O | 9.6 | 12 | -13
O=C(COc1ccc2ccccc2c1Br)NCc1ccccn1 | 0.1 | 16 | -22
Cc1cccc(NC(=S)NCc2ccncc2)c1C | 0.5 | -2 | 0
COC(=O)CCSc1nccn1Cc1ccccc1 | 0.3 | 7 | 2
O=C(NCc1ccncc1)NC1CCCCC1 | -0.5 | 11 | -6
